From PubChem
USP1-UAF1 inh – inhibitors of human USP1/UAF1 deubiquitinase. recombinant USP1/UAF1, Ub-Rhodamine cleavage fluorescence. O94782. 390,000 compounds, 0.23% hits. Potency, µM (series often up to 57.1 µM), for inactives: at the top dose activity change, negative = inhibition, hits mostly inhibitors; note: potency is the fitted concentration of half-maximal effect; % is set by controls: 0 for no effect and ±100 for the full control effect; nearly all actives have a fitted effect of over 60% in size; inactives centre near -12
Target sequence (O94782 whole entry, looked up): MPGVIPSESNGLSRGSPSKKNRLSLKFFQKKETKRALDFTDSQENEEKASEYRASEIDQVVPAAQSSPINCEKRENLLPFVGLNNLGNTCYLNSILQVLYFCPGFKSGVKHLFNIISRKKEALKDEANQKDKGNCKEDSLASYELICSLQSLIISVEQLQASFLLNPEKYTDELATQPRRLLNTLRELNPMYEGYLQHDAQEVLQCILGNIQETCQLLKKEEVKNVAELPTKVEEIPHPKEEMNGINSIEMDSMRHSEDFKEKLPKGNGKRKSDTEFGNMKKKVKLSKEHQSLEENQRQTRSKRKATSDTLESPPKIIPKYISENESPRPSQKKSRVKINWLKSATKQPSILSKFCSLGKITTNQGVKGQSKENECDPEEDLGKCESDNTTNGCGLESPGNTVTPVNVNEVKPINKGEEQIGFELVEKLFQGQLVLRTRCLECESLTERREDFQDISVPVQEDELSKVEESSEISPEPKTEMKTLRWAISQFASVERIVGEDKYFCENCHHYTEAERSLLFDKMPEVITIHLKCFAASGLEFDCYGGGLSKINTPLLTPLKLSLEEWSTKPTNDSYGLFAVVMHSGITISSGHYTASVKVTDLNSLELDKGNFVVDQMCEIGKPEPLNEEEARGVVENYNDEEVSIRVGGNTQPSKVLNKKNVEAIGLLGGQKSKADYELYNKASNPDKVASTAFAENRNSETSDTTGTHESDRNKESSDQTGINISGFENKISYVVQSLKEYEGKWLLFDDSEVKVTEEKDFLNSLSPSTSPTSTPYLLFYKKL
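High-throughput fluorogenic screen: 1nM USP1/UAF1 complex, Ub-Rho substrate 150nM final, 50mM HEPES pH 7.8 with 0.5mM EDTA, 0.1 mg/ml BSA, 1mM TCEP and 0.01% Tween-20.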
TrxR1 inh – inhibitors of rat thioredoxin reductase 1; recombinant rTrxR1, NADPH fluorescence consumption, selenite substrate; Potency, µM (series often up to 114 µM), for inactives: at the top dose activity change, negative = inhibition, hits mostly inhibitors; 390,000 compounds, 1% hits; O89049; note: potency is the fitted concentration of half-maximal effect; % is set by controls: 0 for no effect and ±100 for the full control effect; nearly all actives have a fitted effect of over 65% in size
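Rat TrxR1 (90 nM in the dispensed reagent) was pre-reduced with 400 uM NADPH for 5 min at room temperature, then incubated with compound for 15 min. After 400 uM selenite was added, NADPH fluorescence (Ex 340/Em 450 nm) was followed for 8 min.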
GRP78 ERSR act – ER stress response induction in glioma; U87-MG GRP78 promoter luciferase reporter, 16 h; 420,000 compounds, 0.02% hits; Potency, µM, without a hit: at the top dose activation, most hits filed as activators; note: potency is the fitted concentration of half-maximal effect; series mostly up to about 76 µM; % of control where 0% means no effect; nearly all actives have a fitted effect of over 35% in size
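ERSR induction read as luciferase luminescence (Bright-Glo, 10 min at room temperature) in stably transfected human U87-MG glioma cells exposed to compounds for 16 h, using GRP78 as sensor.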
Vif-APOBEC3G blk – Vif-A3G binding inhibition; Potency, µM (titrated, usually from 46.1 µM), for inactives: at the top dose activity, negative = active, hits mostly inhibitors; Q9HC16; HeLa A3G-eYFP + Vif (tagged APOBEC3G with the HIV-1 protein that degrades it), YFP fluorescence, overnight; 410,000 compounds, 0.076% hits;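 note: potency is the fitted concentration of half-maximal effect; % is set by controls: 0 for no effect and ±100 for the full control effect; nearly all actives have a fitted effect of over 60% in size; hits raise eYFP signal because A3G escapes Vif-driven loss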
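HeLa cells stably expressing Vif and C-terminally eYFP-tagged A3G, seeded overnight at 37 deg C, then exposed to compound by pintool overnight at 37 deg C. Rise in yellow fluorescence (Ex 488/Em 500-530, Acumen) marks blocked Vif-driven A3G degradation.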
Vif-APOBEC3F blk – blocks the Vif interaction with APOBEC3F; 390,000 compounds, 0.2% hits; HeLa A3F-eYFP + Vif (tagged APOBEC3F with the HIV-1 protein that degrades it), YFP fluorescence increase; Potency, µM (titrated, usually from 46.1 µM), without a hit: at the highest dose activity, negative = active; note: potency is the fitted concentration of half-maximal effect; % of control where 0% means no effect; nearly all actives have a fitted effect of over 65% in size
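HeLa cells stably expressing Vif plus C-terminally eYFP-tagged A3F were seeded, incubated overnight at 37 deg C, dosed with compound, incubated overnight again at 37 deg C. Yellow fluorescence (Ex 488/Em 500-530) reported blocked Vif-mediated A3F-eYFP degradation.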
RGS4 inh – human RGS4 inhibition; Transcreener GDP fluorescence polarization, RGS4-accelerated GTP hydrolysis; Potency, µM (highest dose often 114 µM), inactives show at the top dose activity change, negative = inhibition, hits mostly inhibitors; 390,000 compounds, 0.039% hits; note: potency is the fitted concentration of half-maximal effect; % is set by controls: 0 for no effect and ±100 for the full control effect; nearly all actives have a fitted effect of over 75% in size; some results filed as inactive show a strong effect at the top dose
Target sequence (P49798 whole entry, looked up): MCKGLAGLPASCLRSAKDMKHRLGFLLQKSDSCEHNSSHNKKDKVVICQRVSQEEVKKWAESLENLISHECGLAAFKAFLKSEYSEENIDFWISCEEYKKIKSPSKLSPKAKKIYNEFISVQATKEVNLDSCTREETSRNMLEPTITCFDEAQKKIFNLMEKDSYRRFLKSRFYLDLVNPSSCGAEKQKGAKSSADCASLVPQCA
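MLSMR compounds (23 nl, pin-transferred) preincubated 10 min at room temperature with a 500nM (2x) first reagent, then RGS4 at 900nM (2x) plus Transcreener GDP mix added; fluorescence polarization (620/688 nm) read before and after 90 min at 30 °C.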
TrxR1 substrate – substrates of rat thioredoxin reductase 1; AID 588456; 390,000 compounds, 0.01% hits; Potency, µM (highest dose often 114 µM), for inactives: at the highest dose activity change, negative = substrate turnover; purified TrxR1 substrate turnover, NADPH consumption readout; note: potency is the fitted concentration of half-maximal effect; % is set by controls: 0 for no effect and ±100 for the full control effect; nearly all actives have a fitted effect of over 50% in size
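Rat TrxR1, dispensed at 90 nM, was prereduced with 400 uM NADPH (final) for 5 min at ~22 deg C, then incubated with compound 15 min before 400 uM selenite. A first-read NADPH fluorescence drop versus no-compound background flagged substrates.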
IDH1 R132H inh – human IDH1 R132H inhibition; 390,000 compounds, 0.093% hits; O75874; IDH1-R132H enzyme, NADPH consumption, diaphorase/resazurin fluorescence; AID 602179; Potency, µM (doses to about 76.6 µM), for inactives: at the top dose activity change, negative = inhibition, most hits filed as inhibitors; note: potency is the fitted concentration of half-maximal effect; % is set by controls: 0 for no effect and ±100 for the full control effect; nearly all actives have a fitted effect of over 65% in size
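IDH1-R132H (0.5 ug/mL dispensed) in pH 7.5 Tris buffer was preincubated 30 min with compound, then given a substrate mix of 0.016 mM NADPH and 2 mM alpha-KG for 80 min at room temperature; remaining NADPH was read by diaphorase/resazurin fluorescence.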
LDHA inh – inhibitors of human lactate dehydrogenase A; P00338; activity change, % (values are at about 110 or 230 µM); 480,000 compounds, 0.15% hits; purified LDHA, NADH/diaphorase-resazurin fluorescence; stronger effect = lower value; in the data active = activity change below about -30%; inconclusive = mostly about -25% to -30%;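 note: plate controls were DMSO wells for no effect and wells without enzyme for full effect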
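Resorufin fluorescence (ex540/em590), read at 0 and 20 min after diaphorase/resazurin addition, reports the NADH left after a 5 min room-temperature reaction of 2 nM human LDH5 with 0.06 mM NADH and 0.2 mM pyruvate.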
An asterisk follows results filed as active; ? = inconclusive; · = no result given; & = joins results of further samples; [ ] = dose if it differs, or a comment. Unless noted, calls come from the whole dose curve; as a rule, active = well fitted curve in the direction sought with a large enough effect; inconclusive = small, poorly fitted or top-dose-only effect, or another doubt; inactive = no such curve, though single readings can be large; an effect the other way counts as inactive or inconclusive. Only part of the results is shown, so the mix of outcomes need not match the whole.

SMILES | USP1-UAF1 inh | TrxR1 inh | GRP78 ERSR act | Vif-APOBEC3G blk | Vif-APOBEC3F blk | RGS4 inh | TrxR1 substrate | IDH1 R132H inh | LDHA inh
CCOc1ccccc1C1N(c2ccc(OC)cc2)C(=O)C2CCCN21 (stereo not drawn) | -20% | 16%[57.1 µM] | -4% | 0% | -1% | -24% | 6%[57.1 µM] | -8% | -4
Cc1cc(-c2ccc(S(=O)(=O)N(C)c3ccc(C)c(C)c3)s2)on1 | -15% | 9% | -4% | ? | 5% | -29% | -7% | 4% | -9
Cc1ccc(N(Cc2cccs2)C(=O)c2ccc(OC(C)C)cc2)cc1 | -8% | 31% | -3% | 5% | 4% | 29% | -8% | -11% | -4
Cc1cccc(Cn2c(SCCN3CCOCC3)nc3c2c(=O)n(C)c(=O)n3C)c1 | -13% | 5%[57.1 µM] | -4% | 0% | 4% | -7% | 7%[57.1 µM] | -2% | -1
CC(O)CNc1nc2sc3c(c2c(=O)n1CCc1ccccc1)CCCCC3 (stereo not drawn) | -9% | 50%[activator] | 3% | 0% | -4% | -2% | 4% | -7% | 6
CCCN(C(=O)c1cc(Cl)nc2ccccc12)c1c(N)n(Cc2ccccc2)c(=O)[nH]c1=O | -21% | -8% | -4% | 8% | 6% | -10% | -2% | 4% | -1
CCOc1ccccc1C(=O)Nc1ccc2nc3c(c(Nc4ccc(OC)c(OC)c4)c2c1)CCCC3 | -10% | 7% | -11% | -18% | -21% | -11% | -8% | -3% | 0
COc1cccc(N(CC(=O)NCCSc2ccccn2)S(=O)(=O)c2ccccc2)c1 | 2% | -7%[57.1 µM] | -3% | -7% | -14% | 8% | -7%[57.1 µM] | -5% | -5
COc1cccc(CN=C2Nc3ccccc3CS2)c1 | -8% | 8%[57.1 µM] | 9% | -2% | -4% | -2% | 9% | 0% | -9
CCC(=O)Nc1ccc(C(=O)N/N=C/c2ccccc2[N+](=O)[O-])cc1 | 7% | 6% | 1% | 1% | -8% | -5% | 2% | 11% | -8
CC(C)C(NS(=O)(=O)c1ccccc1)C(=O)N1CCN(C(=O)c2ccco2)CC1 (stereo not drawn) | -2% | -4% | -5% | -1% | 1% | -6% | -4% | 2% | -7
Cc1onc(-c2ccccc2)c1C(=O)NC(CC(=O)O)c1ccc(OC(C)C)cc1 (stereo not drawn) | -18% | 9%[57.1 µM] | -2% | 2% | 8% | -4% | 12% | -1% | -3
CCC1=NN2C(=N)/C(=C\c3cccn3-c3cccc(Cl)c3)C(=O)N=C2S1 | -11% | 3%[57.1 µM] | 1% | 0% | 3% | -5% | -3%[57.1 µM] | 4% | -3
CN(C)CCCN(C(=O)c1ccc(S(=O)(=O)N(C)Cc2ccccc2)cc1)c1nc2c(F)cccc2s1 | -20% | 51%[activator] | -7% | 1% | ? | -7% | 18% | 0% | 2
O=C(O)CCCC(=O)N1CCc2cc(S(=O)(=O)NCc3ccccc3)ccc21 | -13%&-21% | 21%&-1% | -2%&-2% | 1%&4% | 1%&0% | 12%&3% | 2%&0% | -4%&-5% | -9&-4
CN(CC(=O)Oc1ccc(-c2nnco2)cc1)S(=O)(=O)c1ccc(F)cc1 | -21% | ? | -5% | -3% | -14% | -17% | -3% | 11% | -4
Cc1ccc(S(=O)(=O)N2CCN(C(C)C)CC2)cc1 | -6% | -3%[57.1 µM] | -5% | -1% | 0% | 29% | -6%[57.1 µM] | -4% | -6
COc1cc(Cl)c(C)cc1NC(=O)Cn1c(C)c2cnn(-c3ccccc3)c(=O)c2c1C | ? | 2% | -1% | 6% | 9% | 2% | 7% | 16% | -4
O=S(=O)(/C=C/c1ccccc1)c1ccccc1 | -9% | -3% | -2% | -3% | ? | -22% | -3% | 4% | -15
O=C(CCCNS(=O)(=O)c1cccc2nsnc12)NCc1ccccc1 | -3% | -13% | -5% | 2% | · | -6% | -5% | -3% | -1
O=C(NCCCn1ccnc1)c1cc2c(s1)CCCC2 | -16% | 14% | 1% | 1% | -3% | 3% | 1% | -12% | -3
CCOc1ccc(N2C(=O)CC(N3CCN(C4CCc5ccccc5C4)CC3)C2=O)cc1 (stereo not drawn) | -10% | -14% | -3% | 2% | -4% | -7% | -10% | -2% | -7
O=C(NC(=S)Nc1ccc(N2CCOCC2)cc1)c1cncc(Br)c1 | -21% | ? | -2% | -5% | -4% | -33% | 1% | 3% | 2
CCOc1ccc(C2NC(=O)NC(C)=C2[N+](=O)[O-])cc1OC (stereo not drawn) | -11% | 7% | -3% | 1% | 1% | -5% | -1% | 5% | 1
CCN(C(=O)c1ccc2c(c1)N(Cc1cccc(Cl)c1)C(=O)c1ccccc1S2=O)c1ccccc1 (stereo not drawn) | -17% | 8%[57.1 µM] | -3% | -2% | 4% | -7% | 0%[57.1 µM] | 12% | -1

Some of these compounds in order of the RGS4 inh value, highest first:
SMILES,USP1-UAF1 inh,TrxR1 inh,GRP78 ERSR act,RGS4 inh,TrxR1 substrate,IDH1 R132H inh,LDHA inh
COc1cccc(CN=C2Nc3ccccc3CS2)c1,-8%,8%[57.1 µM],9%,-2%,9%,0%,-9
O=C(CCCNS(=O)(=O)c1cccc2nsnc12)NCc1ccccc1,-3%,-13%,-5%,-6%,-5%,-3%,-1
CCN(C(=O)c1ccc2c(c1)N(Cc1cccc(Cl)c1)C(=O)c1ccccc1S2=O)c1ccccc1 (stereo not drawn),-17%,8%[57.1 µM],-3%,-7%,0%[57.1 µM],12%,-1

More records follow.
SMILES | USP1-UAF1 inh | TrxR1 inh | GRP78 ERSR act | Vif-APOBEC3G blk | Vif-APOBEC3F blk | RGS4 inh | TrxR1 substrate | IDH1 R132H inh | LDHA inh
Nc1c2nc(-c3ccccc3Cl)[nH]c(=O)c2nc(=O)n1-c1ccccc1 | -11% | 23% | 5% | -9% | 1% | 5% | 15% | 2% | -8
O=C(CCCn1c(SCC(=O)c2ccc(F)cc2)nc2ccccc2c1=O)NCc1ccco1 | -11% | 0%[57.1 µM] | -1% | -7% | -9% | -27% | 1%[57.1 µM] | 1% | -4
COc1cccc(-c2nc3ccccc3c(=O)n2NC(=O)c2cccnc2Cl)c1 | -25% | 8% | 0% | -2% | -8% | -2% | 1% | -3% | -2
Cc1cc(C(=O)COC(=O)c2ccc3c(c2)NC(=O)CS3)c(C)n1CCc1ccc(Cl)cc1 | -18% | 9%[57.1 µM] | -3% | -5% | 7% | -13% | 5%[57.1 µM] | -1% | -8
CC(NC(=O)c1cc2ccccc2o1)c1cccs1 (stereo not drawn) | -25% | 9% | 3% | 3% | 1% | -11% | -8% | 0% | -1
CCC(CC)C(=O)OCC(=O)Nc1cc(OC)c([N+](=O)[O-])cc1C | -18% | -9% | -2% | -5% | 7% | -22% | -9% | 8% | -3
Cc1cccc(CC(=O)NCCN2CCOCC2)c1 | -4% | 10% | -7% | -4% | 0% | 15% | 3% | -12% | -3
Cc1ccc(C(C(=O)NC2CCCC2)N(Cc2ccc(F)cc2)C(=O)c2csnn2)o1 (stereo not drawn) | -7% | -8%[57.1 µM] | -4% | -1% | -8% | 7% | -8%[57.1 µM] | -3% | -18
CCOC(=O)c1c(C)nc2c(c1C)/C(=N/O)CC(C)(C)C2 | 13% | 27% | -3% | -1% | -1% | -1% | 2% | 2% | 3
O=C(NCc1nc2ccccc2[nH]1)c1ccco1 | -19% | 23% | 3% | 0% | -2% | 4% | 8% | 5% | -3
Cn1c(=O)c(=O)n(C)c2cc(N3CCCC3)c(NS(=O)(=O)c3ccc(Cl)cc3)cc21 | -21% | 35µM* | -2% | 2% | -6% | -25% | -1% | 5% | 11
COc1ccccc1NC(=O)CSc1ccc2nnc(CCNC(=O)c3ccccc3)n2n1 | -4% | 8% | -4% | -1% | -13% | 14% | 0% | 1% | -2
CCN(C(=O)COC(=O)Cc1c[nH]c2ccccc12)C1CCS(=O)(=O)C1 (stereo not drawn) | -8% | -1% | -1% | -10% | -2% | -8% | 0% | 1% | 1
Cc1cccc(CSCCNC(=O)c2ccc(N(C)S(=O)(=O)c3ccccc3)cc2)c1 | -18% | 16% | -4% | 1% | 6% | ? | 0% | 4% | 4
COC(=O)c1ccc(C(C(=O)NCc2ccccc2)N(Cc2ccco2)C(=O)c2cnccn2)cc1 (stereo not drawn) | -3% | 3% | -4% | 2% | 3% | -9% | -6% | 1% | -7
O=c1c(C/C=C/c2ccccc2)c(O)nc2n1CCCS2 | -7% | ? | -4% | -1% | 7% | 22% | -10% | 7% | -4
CCN(Cc1ccccc1)S(=O)(=O)c1cc(C(=O)NCC2CCCCC2)ccc1OC | -2% | 8%[57.1 µM] | -4% | 1% | 3% | -13% | 4%[57.1 µM] | 2% | 1
COC(=O)C1=CN(Cc2ccc(OC)c(OC)c2)C=C(C(=O)OC)C1c1cccc(O)c1 | -20% | 37%[activator] | 0% | 1% | -7% | -12% | 211%[activator] | -2% | -7
O=S(=O)(Nc1ccc(N2CCOCC2)cc1)c1ccc(F)cc1 | -12% | 13%[57.1 µM] | -6% | 3% | 8% | -8% | 8%[57.1 µM] | -2% | -4
O=C(Nc1ccccc1)OCCNC(=O)c1cccc(Br)c1 | -35% | -5% | -1% | -1% | 11% | 1% | -7% | -4% | -11
Cn1c(=O)c2c(nc(SCC(=O)Nc3ccccc3F)n2Cc2ccc(Cl)cc2)n(C)c1=O | -28% | 16% | -3% | -3% | 0% | -13% | 4% | 5% | -4
